Screening data from PubChem BioAssay.
Bim-Bcl-B: inhibitors of Bim-Bcl-B interaction, human; bead-based flow cytometry, Bim peptide-Bcl-B binding; 190,000 tested, 0.073% active; inhibition, % at 10 µM; Q9HD36;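 also: 0% = tracer peptide without compound and 100% = reference inhibitor peptide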
Rac1 wt GTP bind: modulators of human Rac1 wildtype GTP binding; GST-Rac1 beads, fluorescent GTP binding, flow cytometry; actives lie on both sides; 0 = cold GTP competed, 100 = untreated; GTP binding activity (% of control), % at 10 µM; 190,000 tested, 0.27% active; AID 757;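 active = GTP binding activity at least 20 points away from the 100% control level, either lower or higher; inconclusive = compound flagged as likely green fluorescent, judged across all proteins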
Rac1 mut GTP: human Rac1 activated mutant GTP binding change; AID 764; 190,000 tested, 0.11% active; GST-Rac1 activated beads, fluorescent GTP binding, flow cytometry; actives lie on both sides; 100% means binding = to untreated wells; percent activity (GTP binding), % at 10 µM; P63000;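 active = GTP binding at least 20 percentage points away from the 100% baseline, in either direction, so actives lie on both sides; inconclusive = Compound likely fluorescent itself, or too few beads counted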
Bim-Bcl-XL: inhibitors of Bim-Bcl-XL interaction, human. 190,000 tested, 0.04% active. inhibition, % at 10 µM. Bim peptide-Bcl-XL binding, bead flow cytometry, fluorescence
Target sequence (Q07817 whole entry, looked up): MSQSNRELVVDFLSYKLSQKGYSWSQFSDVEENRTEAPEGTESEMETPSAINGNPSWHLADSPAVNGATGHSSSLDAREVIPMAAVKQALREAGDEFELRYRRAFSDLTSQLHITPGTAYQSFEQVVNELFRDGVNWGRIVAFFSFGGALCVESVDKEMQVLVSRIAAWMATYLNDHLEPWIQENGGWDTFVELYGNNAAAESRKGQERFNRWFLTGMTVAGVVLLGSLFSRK
Cdc42 wt: modulators (inhibitors or activators) of GTP binding to human Cdc42 wildtype; GST-Cdc42 beads, Bodipy-GTP binding, flow cytometry; actives lie on both sides; 190,000 tested, 0.2% active; P60953; percent activity (GTP binding), % at 10 µM;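 active = percent activity GTP binding at least 20 points away from the 100% baseline, either down as inhibitor or up as activator; inconclusive = compound flagged as likely green fluorescent from well-wide comparison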;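 also: median bead fluorescence of bound Bodipy-FL-GTP at 100 nM; 0% = excess unlabeled GTP control and 100% = no compound control; below 100% means less GTP binding so inhibitor and above means activator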
Target sequence (P60953 whole entry, looked up): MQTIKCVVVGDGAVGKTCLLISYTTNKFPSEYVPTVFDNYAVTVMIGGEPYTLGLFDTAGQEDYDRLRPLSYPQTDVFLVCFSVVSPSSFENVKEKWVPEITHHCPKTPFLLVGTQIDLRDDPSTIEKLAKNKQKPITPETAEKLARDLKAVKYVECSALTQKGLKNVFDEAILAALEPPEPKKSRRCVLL
HRas wt GTP bind: modulators of GTP binding to human HRas wildtype | P01112 | GST-Ras wt beads, Bodipy-FL-GTP binding, flow cytometry; actives lie on both sides | GTP binding activity, % at 10 µM | 190,000 tested, 0.14% active | AID 759;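 active = GTP binding activity at least 20% away from the 100% baseline, either lowered as inhibitor or raised as activator; inconclusive = flagged as likely green fluorescent, judged across all proteins in the well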;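 also: 0% = unlabeled GTP competition control and 100% = no-compound control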
Target sequence (P01112 whole entry, looked up): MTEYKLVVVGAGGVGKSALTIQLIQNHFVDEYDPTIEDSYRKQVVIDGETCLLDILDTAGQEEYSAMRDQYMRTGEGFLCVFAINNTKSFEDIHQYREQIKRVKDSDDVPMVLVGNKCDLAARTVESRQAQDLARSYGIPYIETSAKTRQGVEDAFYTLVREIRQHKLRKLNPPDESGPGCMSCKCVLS
Bim-Bcl-2: inhibitors of Bim-Bcl-2 interaction, human; P10415; Bead-based flow cytometry, Bim peptide-Bcl-2 binding; inhibition, % at 10 µM; 190,000 tested, 0.06% active; AID 950; in the data active = inhibition above about 40%; inconclusive = no clear call, values can overlap the other calls;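 also: 0% = no compound wells with probe peptide and 100% = reference peptide inhibitor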
Target sequence (P10415 whole entry, looked up): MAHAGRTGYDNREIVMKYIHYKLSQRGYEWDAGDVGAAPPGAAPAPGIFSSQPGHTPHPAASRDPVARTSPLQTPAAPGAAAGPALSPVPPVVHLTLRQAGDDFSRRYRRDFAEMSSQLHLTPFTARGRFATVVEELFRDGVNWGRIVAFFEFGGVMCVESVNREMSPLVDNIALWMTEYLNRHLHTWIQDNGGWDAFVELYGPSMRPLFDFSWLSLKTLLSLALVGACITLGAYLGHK
Rab2A wt mod: changes GTP binding to wildtype dog Rab2A, up or down; 190,000 tested, 0.19% active; AID 760; GST-Rab2 wt beads, Bodipy-GTP binding, flow cytometry; GTP binding activity, % at 10 µM;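 active = GTP binding activity at least 20 points away from 100%, either lowered or raised; inconclusive = signal likely due to the compound's own green fluorescence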;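 also: 0% = beads with excess unlabeled GTP and 100% = no-compound control corrected for plate trend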
Rab7 wt GTP bind: alters GTP binding to wildtype dog Rab7; GST-Rab7 beads, fluorescent GTP binding, flow cytometry; actives lie on both sides; untreated = 100%, excess cold GTP = 0%; GTP binding activity (percent of control), % at 10 µM; 190,000 tested, 0.055% active;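 active = fluorescent GTP binding to Rab7 beads changed by at least 20 points from the 100% baseline, either direction, mostly lower; inconclusive = compound itself probably fluorescent, or too few beads counted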;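 also: median green fluorescence of bound Bodipy-FL-GTP per Rab7 bead population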
Bcl-W Bim block: human Bim-Bcl-W interaction inhibition | bead-based flow cytometry, Bim peptide-Bcl-W binding | AID 952 | 190,000 tested, 0.02% active | inhibition, % at 10 µM | Q92843;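 also: 0% = bound tracer without compound and 100% = peptide blocker; higher means less fluorescent Bim peptide bound to Bcl-W beads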
Target sequence (Q92843 whole entry, looked up): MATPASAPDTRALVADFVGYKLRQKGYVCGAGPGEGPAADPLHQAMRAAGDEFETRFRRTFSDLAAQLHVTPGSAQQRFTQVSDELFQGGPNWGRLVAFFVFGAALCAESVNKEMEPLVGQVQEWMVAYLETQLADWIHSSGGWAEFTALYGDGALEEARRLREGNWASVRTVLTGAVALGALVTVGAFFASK
Bfl-1 Bim block: disrupts Bim binding to human Bfl-1 | 190,000 tested, 0.12% active | inhibition, % at 10 µM | Bead-based flow cytometry, Bim-Bfl-1 binding inhibition | Q16548 | AID 1008;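 also: 0% = wells without compound plus tracer and 100% = blocker peptide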
* marks the source's active call; other numbers are inactive results; ? = inconclusive; . = no result given. Rule as the data show it, unless noted: active = inhibition above about 40%.

SMILES	Bim-Bcl-B	Rac1 wt GTP bind	Rac1 mut GTP	Bim-Bcl-XL	Cdc42 wt	HRas wt GTP bind	Bim-Bcl-2	Rab2A wt mod	Rab7 wt GTP bind	Bcl-W Bim block	Bfl-1 Bim block
O=c1c2ccccc2nnn1CSc1nnc(-c2cccs2)n1Cc1ccccc1	-2	104	101	-4	105	106	0	106	102	-3	-1
Cc1ccc(C(=O)NCC(=O)N/N=C/c2cccs2)cc1C	-5	96	96	-17	93	100	-2	97	105	-12	-4
C=CCN(C(=O)C1=NN(C2CCS(=O)(=O)C2)C(=O)CC1)c1nc(-c2ccc([N+](=O)[O-])cc2)cs1 (stereo not given)	-1	95	93	0	94	93	-5	93	93	-1	-7
CC1CCN(CCCNC(=O)c2ccc3c(=O)n(CCc4ccccc4)c(=O)[nH]c3c2)CC1	-10	105	103	7	104	101	-10	101	100	1	-12
CCOC(=O)c1c(-c2ccc(OC)cc2)cn2ccccc12	1	93	94	0	92	94	3	95	97	1	3
N#CC(C#N)=C1C=CC=CN1/C(=C\c1ccco1)C(=O)c1ccc(Cl)cc1	-9	96	90	0	88	89	10	91	100	11	26
CC(C)CCn1nnnc1C(c1ccccc1)N1CCN(C)CC1 (stereo not given)	-7	104	100	-4	101	100	-8	102	102	-1	-17
O=C1CSC(c2cccc([N+](=O)[O-])c2)N1c1c(F)cccc1F (stereo not given)	0	95	92	0	93	92	0	95	101	-3	4
COc1ccc(NC(=O)Cc2ccc(C)cc2)c([N+](=O)[O-])c1	-4	101	100	-4	102	102	-8	98	99	-2	-14
Cc1ccn(CC(=O)N2N=C(C(F)F)CC2(O)C(F)F)n1 (stereo not given)	-8	106	99	-4	99	98	0	99	99	-1	-1
Cc1cc(NC(=O)COC(=O)C2CCC(=O)N2)c([N+](=O)[O-])cc1C (stereo not given)	-2	98	97	0	99	97	-2	101	104	-2	-5
CCN(CC)Cc1nc2c(c(=O)[nH]1)C1(CCCC1)Cc1ccccc1-2	-9	105	100	-4	101	102	-9	101	102	1	-10
O=C(O)C1=C[C@H](c2coc3ccccc3c2=O)C[C@H](OCCCCO)O1	-2	96	95	2	95	95	-1	96	100	0	-3
Cc1ccc(S(=O)(=O)NC(=O)c2cc(C)n(-c3ccc(N(C)C)cc3)c2C)cc1	2	99	95	4	101	95	-1	95	97	3	0
O=C(Nc1nc2ccccc2[nH]1)C1CCC1	0	92	93	-2	97	95	-1	93	96	0	-2
CCOC(CNc1c([N+](=O)[O-])c(=O)n(C)c(=O)n1C)OCC	0	108	102	-2	101	99	3	97	97	0	0
C=CCNc1nc(Nc2ccc([N+](=O)[O-])cc2)nc(OCC)n1	-14	100	97	-11	98	97	-7	96	96	-12	-6
CCOc1ccc(N2C(=O)C(c3ccccc3)=C(c3nc4ccccc4s3)C2NC(C)=O)cc1 (stereo not given)	-2	101	99	-4	103	103	-2	105	98	-1	-2
CCOC(=O)c1c(-c2ncc(C(F)(F)F)cc2Cl)noc1C	0	97	97	0	93	95	1	94	98	0	5
CCCc1nc2c(nnn2Cc2ccccc2F)c(=O)[nH]1	-13	101	98	-13	100	101	-5	100	100	-2	-11
CCNC(=S)Nc1ccc(OCC)cc1	14	101	99	14	101	99	9	98	97	14	15
COc1cccc(-n2nnc3c(=O)n(Cc4ccc(C)cc4)cnc32)c1	-7	?	?	-4	?	?	-15	?	?	-3	-23
CC1=Nc2cc([N+](=O)[O-])ccc2NC(C)(C)C1	-1	98	95	-1	102	100	-1	97	104	1	12
CC1CCC(C(C)C)C(OC(=O)COC(=O)c2ccc(N)cc2)C1 (stereo not given)	-8	102	99	-5	101	100	-9	99	100	-3	-9
CCN(CC)S(=O)(=O)c1cccc(C(=O)N/N=C/c2ccc(OC)c(O)c2)c1	1	97	99	1	100	99	5	95	97	-1	1
Cc1ccc2nc(-c3ccc(NS(=O)(=O)c4ccc(F)c(F)c4)cc3)sc2c1	-1	92	89	-1	90	95	-4	91	93	0	0
CCN(CC)S(=O)(=O)c1cccc(NC(=O)COC(=O)c2cc(=O)c3ccccc3o2)c1	-2	93	92	0	93	92	2	94	92	-2	0
O=C(ONC1=NCCCCC1)c1c(F)cccc1F	-8	106	99	-3	101	101	-6	98	100	0	-10
Cc1ccc(C)c(C(=O)COC(=O)c2ccc(Br)o2)c1	0	99	96	0	98	97	-2	98	98	0	-1
COC(=O)Cc1cn(-c2ncc(C(F)(F)F)cc2Cl)c2ccccc12	0	94	96	-2	99	97	0	97	97	-1	0
Cc1noc(C)c1COC(=O)CCN1c2ccccc2Sc2ccccc21	0	96	98	0	97	97	-1	97	97	1	0
CC1CCc2nn(CC(=O)Nc3c(F)cc(F)cc3Br)cc2C1 (stereo not given)	-1	103	99	-4	101	101	-4	101	102	1	-10
CC(C)C(=O)N1CCN(c2ccccc2NC(=O)COc2ccccc2)CC1	-5	96	95	-2	93	95	-1	95	99	1	-5
O=C(Nc1ccc(F)cc1)Nc1cc(OCC(F)(F)F)cc(OCC(F)(F)F)c1	2	103	98	-4	98	99	-10	99	98	-1	-6
COc1cc2c(cc1NC(=O)CC1SC(N3CCCC3)=NC1=O)oc1ccccc12 (stereo not given)	-11	99	100	-6	98	100	-16	98	100	0	-15
Cc1ccc(N2C(=O)CC3(CC4C=CC3C4)C2=O)cc1 (stereo not given)	-10	100	97	-4	99	99	-8	99	98	1	-11
CCOC(=O)c1ccc(NS(=O)(=O)c2c(C)n(C)c(=O)n(C)c2=O)cc1	-3	105	99	-3	101	100	-8	99	99	-1	-8
COc1cc(/C=N/Nc2ccccc2C(F)(F)F)ccc1O	-2	94	93	-6	90	94	0	97	103	2	0
CC(CCn1cccn1)NC(=O)CCc1nnc(C2CCCCC2)o1 (stereo not given)	-3	99	98	-5	96	96	-4	95	99	-1	-9
O=C(Cn1nnc(-c2cccs2)n1)Nc1ccccc1C(F)(F)F	-5	96	95	-3	97	101	-3	100	105	-2	-8
C=CCNC(=O)c1onc(CSc2ccc(F)c(F)c2)c1C(=O)O	-5	96	93	5	96	96	-6	92	95	0	-7
COc1ccc(N2Cc3ccccc3C2)cc1Cl	-1	101	99	-5	100	100	0	100	97	-4	0
CCCOc1ccc(/C=c2\sc3ncnn3c2=O)cc1	-4	95	95	-1	96	95	-1	94	97	-1	-5
CCC(=O)Nc1cc(OC)c(NC(=O)c2ccccc2)cc1OC	-9	99	98	-7	99	99	-8	97	97	4	-8
O=[N+]([O-])c1ccc(O)c(-c2nc(-c3ccccc3)c(-c3cccs3)[nH]2)c1	-6	87	88	-11	93	91	-9	90	90	0	-14
NNC(=O)CCC(=O)Nc1ccccc1	0	98	95	-1	95	98	-7	100	103	-1	-6
CCCCOc1ccccc1C1C(C(=O)OC)=C(C)N(C)C(C)=C1C(=O)OC	-1	106	100	-9	102	98	-3	99	95	-6	0
O=C(c1ccc(F)cc1Cl)N(c1ccccn1)C1CCCCC1	-4	95	95	0	93	95	-6	98	104	0	-4
Cc1cc(SCC(=O)c2cc3ccccc3o2)nc2ccccc12	-2	100	100	-5	101	102	-6	104	100	-5	-5
Cc1cc(SCC(=O)Nc2cccc(S(=O)(=O)N3CCOCC3)c2)nc2ccccc12	-4	91	93	-4	94	90	-3	93	94	-1	-4
CCOC(=O)/C(CCC[N+](C)(CC)CC)=N\O	-10	109	96	-5	100	96	-5	95	94	-3	-1
O=C(COc1cc(Cl)c(Cl)cc1Cl)Nn1cnnc1	-6	93	98	-14	96	97	-9	99	97	-6	-10
CN1CCN(S(=O)(=O)c2ccc(=O)[nH]c2)CC1	-8	101	96	-1	100	103	-9	99	100	2	-13
O=C(CCl)N(c1ccccc1)c1c[nH]c2ccccc12	-4	91	92	1	93	95	0	93	96	2	0
COC(=O)C1=C(C)N=c2s/c(=C/c3ccoc3)c(=O)n2C1c1ccccc1 (stereo not given)	-3	92	92	-11	93	96	-7	93	93	-9	-5
Cc1cc(C(=O)N/N=C/c2cc(Br)cc(Br)c2OC(=O)c2ccccc2)n[nH]1	.	104	102	.	98	100	.	98	102	.	.
C=CCN1C(=O)C(CC(=O)Nc2ccc(OCCC)cc2)N(CCCN2CCN(Cc3ccccc3)CC2)C1=S (stereo not given)	-4	103	94	-3	102	100	-4	99	105	-2	-7
CCOc1ccc(CCNC(=O)CCn2cccc2)cc1OCC	0	98	95	0	97	99	0	100	102	0	0
Cc1[nH]c2ccccc2c1/C=N/NC(=O)CCC(=O)NCc1ccccc1	-2	98	97	-3	94	98	-6	99	105	-6	-10
COc1ccc(CCNC(=O)CSc2nnnn2C)cc1OC	1	97	95	0	95	93	-4	94	97	1	-3

Two of these compounds in a different format.
CN1CCN(S(=O)(=O)c2ccc(=O)[nH]c2)CC1
- Bim-Bcl-B = -8
- Rac1 wt GTP bind = 101
- Rac1 mut GTP = 96
- Bim-Bcl-XL = -1
- Cdc42 wt = 100
- HRas wt GTP bind = 103
- Bim-Bcl-2 = -9
- Rab2A wt mod = 99
- Rab7 wt GTP bind = 100
- Bcl-W Bim block = 2
- Bfl-1 Bim block = -13
COc1ccc(CCNC(=O)CSc2nnnn2C)cc1OC
- Bim-Bcl-B = 1
- Rac1 wt GTP bind = 97
- Rac1 mut GTP = 95
- Bim-Bcl-XL = 0
- Cdc42 wt = 95
- HRas wt GTP bind = 93
- Bim-Bcl-2 = -4
- Rab2A wt mod = 94
- Rab7 wt GTP bind = 97
- Bcl-W Bim block = 1
- Bfl-1 Bim block = -3

The results go on:
SMILES	Bim-Bcl-B	Rac1 wt GTP bind	Rac1 mut GTP	Bim-Bcl-XL	Cdc42 wt	HRas wt GTP bind	Bim-Bcl-2	Rab2A wt mod	Rab7 wt GTP bind	Bcl-W Bim block	Bfl-1 Bim block
COC(=O)c1ccc(N/C=C/C(=O)c2ccc(OC)c(OC)c2)cc1	-11	109	100	-6	103	102	-9	100	102	0	-17
O=C(Nn1cnc2ccccc2c1=O)C1CCCCC1	-2	105	100	0	103	103	-3	104	107	0	-8
O=S(=O)(NCC1CCCO1)c1cc(Cl)ccc1Br (stereo not given)	-4	105	99	-3	103	103	-6	102	103	0	-7
O=C(CCC1CCCN(C(=O)Cc2cccc(F)c2)C1)N1CCN(c2ccccn2)CC1 (stereo not given)	-4	104	97	-5	102	101	-2	102	106	0	-3
CS(=O)(=O)N1CCc2cc(S(=O)(=O)NCCNS(=O)(=O)c3ccc4c(c3)CCN4S(C)(=O)=O)ccc21	-4	100	99	-4	95	96	-6	95	97	-1	-10
CCOC(=O)CCNC(=O)N1CCCC(C(=O)c2ccccc2SC)C1 (stereo not given)	1	100	97	-2	98	97	2	97	95	2	4
COc1ccc(-c2csc(NC(=O)CN3C(=O)CCC3=O)n2)c(OC)c1	-8	106	102	-9	102	103	-5	103	101	-7	-1
Cc1ccc(NC(=O)c2ccc(NCCc3ccccc3)c([N+](=O)[O-])c2)cc1F	13	95	93	18	99	95	13	89	96	11	10
CCn1c(SCC(=O)N(Cc2ccccc2)C2CCS(=O)(=O)C2)nc2ccccc2c1=O (stereo not given)	-8	99	98	0	98	99	-10	100	98	-5	-8
